Screening data from PubChem.
HTT ATP protect: qHTS Multiplex Assay to Identify Dual Action Probes in a Cell Model of Huntington: Cytoprotection (ATP) | PC12 HTT-Q103 induced, cytoprotection, ATP luminescence, 40 h | Potency, µM (doses to about 56.4 µM), without a hit: cytoprotection (ATP increase), most hits filed as activators | hit rate 0.14% among 230,000 | AID 1471, 2008;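 also: % of control where 0% means no effect; nearly all actives have a fitted effect of over 45% in size; toxic huntingtin expression switched on by the ecdysone agonist tebufenozide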
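Rat PC12, Q103 Htt exon1-GFP fusion, ecdysone promoter; tebufenozide inducer 100 nM final; compound titration; qHTS, 1500 cells/well; ATPlite luminescent read.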
Tau fibril FP: qHTS for Inhibitors of Tau Fibril Formation, Fluorescence Polarization; Microtubule-associated protein tau (Homo sapiens), P10636; K18 P301L tau heparin fibrillization, Alexa594 FP, 6 h; Potency, µM (doses to about 57.7 µM), for inactives: at the highest dose activity, negative = inhibition, actives largely listed as inhibitors; hit rate 0.39% among 280,000; also: % is scaled to controls: 0 for no effect and ±100 for the full control effect; nearly all actives have a fitted effect of over 55% in size
Target sequence (P10636 561-689 P618L limits assumed): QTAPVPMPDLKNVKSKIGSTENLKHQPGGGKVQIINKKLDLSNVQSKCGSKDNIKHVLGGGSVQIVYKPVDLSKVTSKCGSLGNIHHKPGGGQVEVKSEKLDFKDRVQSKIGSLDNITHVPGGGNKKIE
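Recombinant K18 P301L […], labeled with Alexa 594 at 0.24 uM over 15 uM unlabeled; heparin inducer 20 uM final; 37 C, 6 hr; FP endpoint.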
Tau ThT inhib: qHTS for Inhibitors of Tau Fibril Formation, Thioflavin T Binding. AID 1460, 2008. hit rate 2.1% among 270,000. Potency, µM (titrated, usually from 57.4 µM), for inactives: top-dose activity, negative = inhibition, most hits filed as inhibitors. recombinant tau K18 P301L, heparin-induced fibrillization, ThT fluorescence; also: % is scaled to controls: 0 for no effect and ±100 for the full control effect; nearly all actives have a fitted effect of over 55% in size
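Using a mix of unlabeled (15 uM) and Alexa 594-labeled (0.24 uM) tau K18 P301L, heparin-triggered fibrillization over 6 hr at 37 C was scored by ThT fluorescence.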
TR SRC2 fluor cs: Total Fluorescence Counterscreen for Inhibitors of the Interaction of Thyroid Hormone Receptor and Steroid Receptor Coregulator 2 | hit rate 0.29% among 280,000 | TRb/SRC2 Texas Red total fluorescence interference | Potency, µM (highest dose often 106 µM), for the others: at the highest dose fluorescence change, negative = quenching; active = well fitted curve in either direction with a large enough effect; inconclusive = small, poorly fitted or top-dose-only effect; also: % is scaled to controls: 0 for no effect and ±100 for the full control effect
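Flags fluorescent or light-absorbing compounds by total fluorescence, S + 2P, at 555 nm excitation and 632 nm emission. Mixture: 20 nM Texas Red SRC2 peptide, 0.6 uM human TRb LBD, 1 uM T3, 5% DMSO; compound exposure 5 h at ambient temperature.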
L3MBTL1 block: qHTS Assay for the Inhibitors of L3MBTL1. Lethal(3)malignant brain tumor-like protein 1 (Homo sapiens), Q9Y468. AlphaScreen L3MBTL1–H3K9me1 peptide binding. Potency, µM (top dose mostly 57.1 µM), for inactives: at the highest dose activity, negative = inhibition, hits mostly inhibitors. hit rate 0.66% among 230,000. AID 485360, 2010; also: % is scaled to controls: 0 for no effect and ±100 for the full control effect; nearly all actives have a fitted effect of over 60% in size
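L3MBTL1 (50 nM) pre-complexed 30 min with biotinylated H3(1-15)K9me1 peptide (75 nM), then compounds added for 30 min at room temperature; AlphaScreen streptavidin donor/nickel chelate acceptor beads (10 ug/mL final) read after 30 min dark incubation.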
TRb-SRC2 inh: qHTS for Inhibitors of the Interaction of Thyroid Hormone Receptor and Steroid Receptor Coregulator 2; TRbeta-SRC2 peptide binding, fluorescence polarization; receptor liganded with 1 µM T3; Thyroid hormone receptor beta (Homo sapiens), P10828; AID 1469, 2008; hit rate 0.065% among 280,000; Potency, µM (highest dose often 106 µM), inactives show at the top dose activity change, negative = inhibition, hits mostly inhibitors;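 also: plate controls were bound peptide for no effect and peptide without receptor for full effect; nearly all actives have a fitted effect of over 50% in size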
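Human TRb LBD (0.6 uM) plus Texas Red-labeled SRC2 peptide (20 nM), 1uM T3, 5% DMSO, 5 hr at ambient temperature. Decreased polarization (555/632 nm) flags inhibition; data normalized to free and bound peptide controls.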
RECQ1 helicase: qHTS Assay for Inhibitors of RecQ-Like Dna Helicase 1 (RECQ1); Potency, µM (series often up to 57.3 µM), without a hit: at the highest dose activity, negative = inhibition, actives largely listed as inhibitors; AID 2549, 2010; hit rate 0.54% among 240,000; RECQ1 DNA unwinding, red fluorescence kinetic read;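 also: plate controls were vehicle for no effect and no enzyme for full effect; nearly all actives have a fitted effect of over 30% in size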
Target sequence (P46063 whole entry, looked up): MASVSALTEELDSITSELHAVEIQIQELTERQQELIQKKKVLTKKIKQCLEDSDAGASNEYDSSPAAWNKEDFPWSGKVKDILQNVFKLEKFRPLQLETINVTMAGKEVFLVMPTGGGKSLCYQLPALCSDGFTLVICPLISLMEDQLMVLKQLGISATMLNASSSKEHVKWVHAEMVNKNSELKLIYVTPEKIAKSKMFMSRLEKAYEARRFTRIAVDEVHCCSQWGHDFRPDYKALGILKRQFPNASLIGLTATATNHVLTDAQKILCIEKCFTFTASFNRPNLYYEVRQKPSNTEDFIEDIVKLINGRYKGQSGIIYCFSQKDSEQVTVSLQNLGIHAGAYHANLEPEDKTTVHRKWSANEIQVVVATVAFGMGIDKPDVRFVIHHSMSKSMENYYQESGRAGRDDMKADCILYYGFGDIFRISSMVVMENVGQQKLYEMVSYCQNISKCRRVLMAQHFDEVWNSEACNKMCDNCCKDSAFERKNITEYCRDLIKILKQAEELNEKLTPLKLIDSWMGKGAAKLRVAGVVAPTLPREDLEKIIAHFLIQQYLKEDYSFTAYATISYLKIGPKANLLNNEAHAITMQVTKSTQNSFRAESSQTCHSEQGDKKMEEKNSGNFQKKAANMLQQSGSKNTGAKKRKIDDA
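50 nM RECQ1T1 preincubated 15 min with compound in Tris pH 8.0 buffer with MgCl2, DTT, Tween-20 and 2.5 ug/ml poly(dI-dC); started with 200 nM TAMRA/BHQ-2 forked duplex and 2 mM ATP. Unwinding read as fluorescence (525/598 nm), two reads 2 h apart.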
Tau fluor cs: Counterscreen qHTS for Inhibitors of Tau Fibril Formation, Fluorescence Polarization; tau K18 P301L Alexa594 fluorescence, heparin fibrillization; Potency, µM (top dose mostly 57.7 µM), for inactives: at the highest dose activity change, negative = decrease; hit rate 0.93% among 280,000; AID 1463, 2008; also: % is scaled to controls: 0 for no effect and ±100 for the full control effect; nearly all actives have a fitted effect of over 55% in size
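Human tau K18 P301L (15 uM unlabeled, 0.24 uM Alexa 594-labeled) in 100 mM sodium acetate pH 7 with 20 uM heparin, 6 hr at 37 C. ThT 30 uM added, 1 hr ambient; Alexa 594 FP and total fluorescence read at 555/632 nm.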
An asterisk follows results filed as active; i = inactive; ? = inconclusive; / = no result given; [ ] = dose if it differs, or a comment. Unless noted, calls follow the shape of the dose curve; as a rule, active = well fitted curve in the direction sought with a large enough effect; inconclusive = small, poorly fitted or top-dose-only effect, or another doubt; inactive = no such curve, though single readings can be large; an effect the other way counts as inactive or inconclusive. Potency is read from the fitted curve at half-maximal effect.

canonical_smiles,L3MBTL1 block,RECQ1 helicase,HTT ATP protect,TRb-SRC2 inh,TR SRC2 fluor cs,Tau fibril FP,Tau ThT inhib,Tau fluor cs
CC1(C)CC(=O)C(C=NCCc2ccc(S(N)(=O)=O)cc2)=C(O)C1,/,8%,16%[10 µM],-3%,1%,6%,1%,9%
CC1(CCc2ccccc2)NC(=O)N(CC(=O)N2CC(=O)Nc3ccccc32)C1=O (configuration not stated),-6%,3%,18%[10 µM],-5%,0%,-1%,3%,6%
CCC(=O)NC(=S)Nc1ccc(NC(=O)c2ccco2)cc1,4%,i,?,4%,-1%,8%,?,2%
Cc1cc(C)c(C)c(S(=O)(=O)NNC(=O)c2cccc(S(=O)(=O)N3CCOCC3)c2)c1C,5%,-7%,/,-2%,1%,-5%,-1%,-11%
O=C(NCCc1ccc(Cl)cc1)c1cccn1-c1nnc(N2CCCCC2)s1,/,/,/,1%,-1%,5%,-9%,-15%
Cn1c(C(C(=O)NCC2CCCO2)N(CCc2ccccc2)C(=O)Cn2nnc3ccccc32)nc2ccccc21 (configuration not stated),-1%,15%,/,4%,-3%,1%,-5%,-9%
Cc1ccc(NC(=O)CS(=O)CC(=O)N(C2CCCC2)C(C)C(=O)NC2CCCCC2)cc1 (configuration not stated),39%[activator],i,7%[10 µM],-9%,-6%,11%,9%,11%
Cc1ccc(NS(=O)(=O)c2ccc3c(c2)NC(=O)C(C)C(=O)N3)cc1F (configuration not stated),/,/,/,-1%,-1%,0%,2%,-3%
Cc1cc(C)c(S(=O)(=O)c2c(C)cccc2C)c(OCC(C)C)n1,33%[activator],-6%,21%[10 µM],8%,0%,3%,-14%,-9%
CCCCn1nnc(NC(=O)CC23CC4CC(CC(C4)C2)C3)n1,0%,-7%,-4%[10 µM],-4%,1%,7%,-3%,7%
COc1ccc(NC(=O)Cn2c(=O)n(CCC(C)C)c(=O)c3cccnc32)cc1Cl,/,/,/,-4%,0%,?,20%,?
Cc1ccc2sc(C)[n+](CCCS(=O)(=O)[O-])c2c1,/,3.5µM*,-9%,15%,?,-16%,?,?
CC(C)c1ccc(NC(=O)COC(=O)c2c[nH]c(=O)[nH]c2=O)cc1,13%,-5%,4%[10 µM],14%,2%,5%,-2%,-2%
CN(C)S(=O)(=O)N(CC(=O)NCCSc1ccc(Cl)cc1)c1ccccc1,/,/,/,5%,-9%,1%,-11%,-22%
CCN(CCCNC(=O)c1cc(Nc2ccc(OC)cc2)nc2ccccc12)c1cccc(C)c1,/,/,/,3%,-1%,10%,-13%,?
COC(=O)c1nn(-c2ccccc2)c(Sc2ccc(OC)cc2)c1/C=N/O,6%,-1%,-20%,-4%,-1%,?,-7%,?
Cc1cccc(NC(=O)CSc2nnc(CCC(=O)Nc3ccc(C)c(Cl)c3)n2C)c1,8%,i,5%[10 µM],3%,0%,?,-12%,-14%
Cc1ccc(OCC(=O)Nc2nnc(S(=O)(=O)N3CCc4ccccc43)s2)cc1,/,/,/,1%,6%,3%,?,-20%
Cc1cc(O)c(C=Nc2ccc(Cl)cn2)c(=O)o1,/,-1%,6%,5%,27%,2%,?,-4%
O=C(CN1CCc2ccccc21)NC(=O)NCc1ccco1,-3%,-2%,13%,-18%,-2%,-1%,-5%,-10%
O=C(NC1CCCCCC1)c1c2c(nc3ccccc13)CCN(Cc1ccccc1)C2,4%,-1%,1%[10 µM],0%[53 µM],-1%[53 µM],6%,-5%,6%
O=C(CSc1nnc(-c2ccncc2)n1-c1ccc(Cl)cc1)N1CCOCC1,/,-3%,-13%[0.074 µM],-16%,-4%,3%,-2%,-1%
Cc1ccc(S(=O)(=O)N(CC#N)CC#N)cc1,9%,-6%,-17%[10 µM],-6%,-2%,-3%,-2%,-1%
CN1CCN(/C=N/c2c(C#N)cnn2Cc2ccccc2)CC1,-14%,-11%,-7%[0.074 µM],-12%,2%,-4%,6%,4%
Oc1oc(-c2ccccc2Br)nc1/C=N/c1ccccn1,/,-5%,-66%[inhibitor],-2%,-1%,-3%,-15%,-19%

Ordered by molar mass (lowest first): some entries from above.
canonical_smiles,L3MBTL1 block,RECQ1 helicase,HTT ATP protect,TRb-SRC2 inh,TR SRC2 fluor cs,Tau fibril FP,Tau ThT inhib,Tau fluor cs
Cc1ccc(S(=O)(=O)N(CC#N)CC#N)cc1,9%,-6%,-17%[10 µM],-6%,-2%,-3%,-2%,-1%
Cc1ccc(OCC(=O)Nc2nnc(S(=O)(=O)N3CCc4ccccc43)s2)cc1,/,/,/,1%,6%,3%,?,-20%
Cc1cc(C)c(C)c(S(=O)(=O)NNC(=O)c2cccc(S(=O)(=O)N3CCOCC3)c2)c1C,5%,-7%,/,-2%,1%,-5%,-1%,-11%

Next results follow.
canonical_smiles,L3MBTL1 block,RECQ1 helicase,HTT ATP protect,TRb-SRC2 inh,TR SRC2 fluor cs,Tau fibril FP,Tau ThT inhib,Tau fluor cs
COc1ccc(C(=O)COC(=O)c2cccnc2Cl)c(OC)c1,/,?,-11%,5%,-8%,-2%,-19%,-15%
CS(=O)(=O)Nc1ccc(S(=O)(=O)Nc2nccs2)cc1,18%,-5%,-18%[10 µM],10%,-2%,2%,-2%,3%
CC(=O)Nc1cc2ccccc2oc1=O,/,-3%,-17%,0%,-4%,10%,-2%,4%
CCO[C@H]1OC(C(N)=O)=C[C@@H](C2CCCCC2)[C@@H]1CCCO,8%,-8%,14%[10 µM],2%,-1%,-3%,4%,6%
CN(C)C(=O)C(=O)c1cccn1-c1cccc(Cl)c1C#N,4%,i,-7%[10 µM],-8%,2%,-1%,-7%,-5%
CCOC(=O)c1cc(N)cc([N+](=O)[O-])c1,-1%,-2%,/,3%,-2%,-4%,3%,3%
CCOC(=O)CSCC(=O)N1N=C(c2cccs2)CC1c1ccc(F)cc1 (configuration not stated),3%,-22%,23%[10 µM],5%,-5%,-4%,-9%,-14%
Cc1[nH]c(=S)c(C#N)c(C)c1Cc1ccc(Cl)cc1Cl,-3%,-1%,13%[10 µM],-6%,-4%,-2%,-18%,-19%
CCN(CC)CCOC(=O)c1ccc(N/C=C(/C#N)c2nc(-c3cccc(OC)c3)cs2)cc1,/,-10%,-20%[10 µM],-3%,-1%,-11%,/,?
Cc1cc(NC(=O)C2CCCCC2)ccc1NC(=O)c1ccccc1Cl,-1%,-2%,-4%[10 µM],-8%,-1%,10%,-6%,2%
O=C(CN(c1ccccc1)S(=O)(=O)c1ccccc1)N1CCN(Cc2ccc3c(c2)OCO3)CC1,-9%,-6%,4%,4%,1%,1%,-4%,-2%
COCCCNC(=O)CS(=O)Cc1nc(-c2ccccc2C)oc1C (configuration not stated),/,-9%,0%,-5%,-6%,4%,-9%,-11%
NC(=S)c1cc2ccc(O)cc2oc1=O,-4%,-4%,-45%[inhibitor],-1%,-3%,-10%,?,-16%
O=C(Nc1cccc(Cl)c1)N1CCN(c2ncccn2)CC1,5%[11.4 µM],-16%,-6%,-4%,-4%,3%,-15%,-6%
CCCOc1ccc(CC(=O)NCC2(c3ccccc3)CCOCC2)cc1OC,-3%,-12%,-1%,-16%,-3%,-6%,-4%,-1%
Cc1ccc(S(=O)(=O)NC(Cc2ccccc2)C(=O)O)cc1 (configuration not stated),3%,i,-20%,-4%,-4%,-3%,1%,-2%
COc1ccc(C)c2sc(N(Cc3cccnc3)C(=O)CCc3ccccc3)nc12,/,/,/,4%,1%,5%,?,-13%
COc1ccc(C(CNC(=O)c2cccc(Br)c2)N2CCCC2)cc1 (configuration not stated),/,-9%,-2%,2%,1%,-3%,-11%,-7%

Fetched one by one from the entries so far:
canonical_smiles,L3MBTL1 block,RECQ1 helicase,HTT ATP protect,TRb-SRC2 inh,TR SRC2 fluor cs,Tau fibril FP,Tau ThT inhib,Tau fluor cs
CN(C)C(=O)C(=O)c1cccn1-c1cccc(Cl)c1C#N,4%,i,-7%[10 µM],-8%,2%,-1%,-7%,-5%
CS(=O)(=O)Nc1ccc(S(=O)(=O)Nc2nccs2)cc1,18%,-5%,-18%[10 µM],10%,-2%,2%,-2%,3%
CCOC(=O)c1cc(N)cc([N+](=O)[O-])c1,-1%,-2%,/,3%,-2%,-4%,3%,3%
NC(=S)c1cc2ccc(O)cc2oc1=O,-4%,-4%,-45%[inhibitor],-1%,-3%,-10%,?,-16%

Some values from the entries so far:
Result of COc1ccc(C)c2sc(N(Cc3cccnc3)C(=O)CCc3ccccc3)nc12 under Tau fluor cs: -13%
Result of Cc1ccc(S(=O)(=O)NC(Cc2ccccc2)C(=O)O)cc1 (configuration not stated) under L3MBTL1 block: 3%
Result of CCOC(=O)c1cc(N)cc([N+](=O)[O-])c1 under RECQ1 helicase: -2%
Result of CCCOc1ccc(CC(=O)NCC2(c3ccccc3)CCOCC2)cc1OC under Tau fluor cs: -1%

Some of the compounds tested; count on the stated rates, not on these rows.
